Bioassay records (PubChem BioAssay)
AGP1-GFP MLPCN – yeast TOR pathway AGP1-GFP modulation; GFP response vs DMSO, % at 10 µM; hit rate 0.02% among 320,000; S. cerevisiae AGP1-GFP multiplex flow cytometry, 3 h; GFP as percent of DMSO wells;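 active = GFP response relative to DMSO above a set limit, near screen average plus 3 SD, cut at about 150% in these data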;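 note: median GFP channel fluorescence of the gated AGP1 strain per well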
procasp7 counter – counter-screen: procaspase-7 (human) activation; hit rate 0.093% among 330,000; recombinant procaspase-7, Ac-DEVD-pNA absorbance 405 nm; D23A/D198A/D206A triple mutant, cannot self-cleave; scale: DMSO 0, 5 µM enzyme 100; activation, % at 8.5 µM; AID 463210; P55210;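 active = percent activation above the screen-wide mean plus 3 SD, cut at about 25% in these data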
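Material: Procaspase-7 triple mutant (PC-7 D3A) | Quantity: 2 µM procaspase-7 mutant as dispensed | Reagent: DEVD-pNA substrate | Times: 1 h preincubation, 2 h reaction | Technique: 405 nm absorbance of p-nitroaniline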
RPL19A TOR yeast – yeast TOR pathway RPL19A-GFP modulation; hit rate 0.3% among 330,000; percent response vs DMSO, % at 10 µM; S. cerevisiae RPL19A-GFP strain, flow cytometry, 3 h; active compounds read low;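 active = percent response vs DMSO below 50%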;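 note: median channel GFP fluorescence of the barcoded RPL19A-GFP strain; ratio of sample median GFP to plate DMSO average so 100% = DMSO; lower means less RPL19A-GFP as with rapamycin TOR inhibition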
MEP2-GFP yeast – alters MEP2-GFP fluorescence in TOR pathway yeast screen | S. cerevisiae MEP2-GFP strain, flow cytometry GFP, 3 h; 100% = DMSO control level | GFP response vs DMSO, % at 10 µM | hit rate 0.51% among 330,000 | AID 2016;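 active = GFP response versus DMSO above a set limit, roughly screen mean plus 3 SD, cut at about 180% in these data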;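 note: median GFP fluorescence of the barcode-gated MEP2-GFP cells per well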
CIT2 TOR yeast – yeast TOR pathway CIT2-GFP modulation. S. cerevisiae CIT2-GFP strain, flow cytometry, 3 h; 100 means same as DMSO wells. GFP response vs DMSO, % at 10 µM. hit rate 0.065% among 320,000. AID 2029;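 active = GFP response relative to DMSO above a set limit, near the screen mean plus 3 SD, cut at about 150% in these data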;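 note: ratio of well median GFP fluorescence to mean of DMSO wells on the plate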
LAP4 TOR yeast – yeast TOR pathway LAP4-GFP modulation. AID 2023. GFP response vs DMSO, % at 10 µM. hit rate 0.34% among 320,000. S. cerevisiae LAP4-GFP multiplex, flow cytometry GFP, 3 h; median GFP as percent of DMSO wells;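 active = GFP response vs DMSO above a set limit, about the screen mean plus 3 SD, cut at about 150% in these data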
AHR act – activates the human aryl hydrocarbon receptor | P35869 | AHR-responsive luciferase reporter cells, luminescence | activation, % at 5 µM | hit rate 2.5% among 320,000 | AID 2796; in the data active = activation above about 47%;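 note: 0% = vehicle wells and 100% = reference agonist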
Target sequence (P35869 whole entry, looked up): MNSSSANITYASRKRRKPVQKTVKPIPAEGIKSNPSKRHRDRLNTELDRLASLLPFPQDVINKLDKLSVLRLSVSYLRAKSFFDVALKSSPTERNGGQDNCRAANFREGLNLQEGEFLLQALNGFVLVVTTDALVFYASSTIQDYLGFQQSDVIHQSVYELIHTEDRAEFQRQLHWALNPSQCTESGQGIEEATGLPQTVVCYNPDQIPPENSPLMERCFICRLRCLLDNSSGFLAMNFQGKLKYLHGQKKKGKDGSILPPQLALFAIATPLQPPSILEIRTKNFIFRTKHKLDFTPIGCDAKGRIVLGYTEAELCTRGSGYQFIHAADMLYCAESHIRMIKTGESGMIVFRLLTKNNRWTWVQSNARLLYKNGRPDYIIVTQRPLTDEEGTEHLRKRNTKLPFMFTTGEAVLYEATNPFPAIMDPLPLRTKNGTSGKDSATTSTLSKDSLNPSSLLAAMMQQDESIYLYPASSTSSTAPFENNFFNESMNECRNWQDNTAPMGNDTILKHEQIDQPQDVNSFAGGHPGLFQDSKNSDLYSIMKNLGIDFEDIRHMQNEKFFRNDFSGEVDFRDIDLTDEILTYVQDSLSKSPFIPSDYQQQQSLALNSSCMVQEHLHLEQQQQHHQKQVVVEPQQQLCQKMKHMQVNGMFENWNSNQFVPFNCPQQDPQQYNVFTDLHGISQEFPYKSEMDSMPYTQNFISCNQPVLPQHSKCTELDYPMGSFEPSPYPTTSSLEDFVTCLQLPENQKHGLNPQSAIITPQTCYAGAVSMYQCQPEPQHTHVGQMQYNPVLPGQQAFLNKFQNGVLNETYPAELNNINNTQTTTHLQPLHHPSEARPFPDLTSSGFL
procasp3 activ – procaspase-3 (human) activation. hit rate 0.11% among 330,000. activation, % at 8.5 µM. recombinant procaspase-3 D3A, Ac-DEVD-pNA absorbance 405 nm. P42574;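 active = activation above the mean of all tested compounds plus 3 SD, cut at about 21% in these data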;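 note: 0% = DMSO alone and 100% = DMSO wells spiked with extra 5 µM PC-3 D3A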
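System: Procaspase-3 D3A mutant. Medium: Zinc-free 300 mM NaCl, 50 mM HEPES, 0.01% Triton X-100. Schedule: 1 h preincubation plus 2 h reaction at 25 °C. Measured by: 405 nm absorbance of p-nitroaniline, reads at 0 and 120 min. Read-out: percent activation relative to control range.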
* marks the source's active call; other numbers are inactive results; . = not tested or not shown.

Order of results – AGP1-GFP MLPCN, procasp7 counter, RPL19A TOR yeast, MEP2-GFP yeast, CIT2 TOR yeast, LAP4 TOR yeast, AHR act, procasp3 activ
> CCc1ccc(NC(=O)CSc2nncn2-c2cccnc2)cc1
 : 99.7, 0.7, 98.9, 106.2, 95.8, 93.4, 30.6, -10.3
> Cc1ccc(S(=O)(=O)N(C)Cc2ccc(C(=O)NN=C(CC(C)C)CC(C)C)cc2)cc1
 : 100.9, -1.6, 109.2, 130.5, 85.0, 105.3, 2.9, -2.1
> Cc1nonc1C(=O)N/N=C/c1ccncc1
 : 100.5, -8.5, 98.4, 103.3, 104.7, 92.7, 21.6, 1.4
> O=C(O)[C@H]1CCCC[C@H]1C(=O)NCCNC(=O)[C@@H]1CCCC[C@@H]1C(=O)O
 : 97.9, -6.6, 100.3, 101.0, 98.1, 98.9, -3.8, 1.2
> CCC(C)(C)C1CCc2[nH]nc(C(=O)O)c2C1 (stereo not drawn)
 : 90.8, 0.3, 104.9, 96.7, 98.5, 129.2, 0.8, 1.7
> Brc1ccc(-c2nc3ncccn3c2NC2CCCCC2)o1
 : 98.1, 1.8, 99.1, 101.3, 95.4, 97.7, 23.7, 1.1
> COCC1CCCN(Cc2cn(-c3ccccc3F)nc2-c2cc(C)sc2C)C1 (stereo not drawn)
 : 102.4, 1.4, 100.0, 98.7, 95.7, 110.0, 9.8, 1.9
> CC1(C(=O)N2CCC(CC3CC(c4cccc(Br)c4)=NO3)(C(=O)NCC3CCCCC3)CC2)CC1 (stereo not drawn)
 : 78.7, 1.6, 93.0, 86.8, 84.8, 114.2, 7.0, -3.4
> O=C(O)c1csc(-c2ccccc2)n1
 : 99.8, -7.4, 100.6, 105.5, 101.2, 100.6, 1.0, 5.6
> COc1ccc(NC(=O)CO/N=C2/CCCc3nonc32)c(OC)c1
 : 99.5, 2.1, 94.4, 96.0, 93.7, 97.9, 7.3, 2.2
> COc1ccc(COC(=O)CCS(=O)(=O)c2ccc(C)cc2)cc1
 : 90.6, -0.3, 85.4, 88.8, 80.2, 87.0, 3.4, -11.7
> Cc1ccc(-c2csc3nnc(SCC(=O)NCc4ccc5c(c4)OCO5)n23)cc1
 : 96.8, -0.5, 98.5, 97.5, 101.3, 98.5, 8.3, -2.2
> O=C(O)c1ccc(NC(CSCc2ccc(F)cc2)C(=O)O)c([N+](=O)[O-])c1 (stereo not drawn)
 : 94.0, -10.2, 99.6, 97.5, 92.8, 96.9, 3.5, -19.1
> CCOC(=O)c1[nH]c2ccccc2c1N=C(C)N(CC)CC
 : 103.7, 12.0, 101.9, 106.1, 87.8, 96.8, 4.9, 3.1
> CS(=O)(=O)c1ccc(C(=O)N2CCN(Cc3ccccc3)CC2)cc1
 : 96.5, -7.9, 104.7, 107.2, 96.7, 93.2, -0.2, -7.8
> Cc1ccc(CNS(=O)(=O)c2cc(F)ccc2CN2C(=O)c3cccnc3C2=O)o1
 : 98.9, -40.5, 95.5, 93.2, 108.6, 90.8, 2.5, -21.3
> Cc1cc(NC(=O)c2ccc(Cl)cc2Cl)n(CCC#N)n1
 : 93.5, -12.2, 103.5, 93.7, 84.7, 82.8, 4.4, 0.8
> COC(=O)COc1ccc(S(=O)(=O)N2CCN(c3ccccc3)CC2)cc1
 : 97.0, 2.0, 92.9, 91.9, 84.4, 93.1, 1.0, 4.1
> O=S(=O)(Nc1ccccc1O)c1ccc(-c2ccccc2)cc1
 : 87.0, -0.1, 94.9, 83.2, 80.2, 90.7, 4.7, -2.9
> O=S(=O)(c1cccc2cccnc12)N1CCc2ccccc21
 : 110.4, -0.7, 103.7, 104.5, 112.0, 106.9, 0.0, 6.9
> Cc1cc([N+](=O)[O-])nn1CCCC(=O)NC(C)c1ccccc1 (stereo not drawn)
 : 90.7, 3.9, 92.4, 91.5, 87.1, 94.7, -0.2, -0.5
> CC1(NC(=O)CC(c2ccccc2)(c2ccccc2)c2ccccc2)CCN(Cc2ccc(-c3ccccc3)cc2)C1=O (stereo not drawn)
 : 96.4, -4.8, 93.1, 96.3, 90.5, 103.3, 1.6, -8.7
> COc1ccc(N2CC(C(=O)N[C@@H](C)C(=O)N[C@H](CO)c3ccccc3)CC2=O)cc1 (stereo partly drawn)
 : 102.3, 2.5, 101.0, 103.9, 92.8, 106.4, -0.6, 9.3
> COc1ccc(C2=NOC(C(=O)NC(C)C)C2)cc1 (stereo not drawn)
 : 96.1, -2.6, 95.7, 99.8, 90.8, 97.4, 5.1, 3.8
> COC(=O)c1sc(N2CCN(Cc3ccccc3)CC2)nc1N
 : 89.8, -1.6, 102.4, 103.5, 87.7, 98.2, 12.3, 9.1
> CCOC(=O)C1C2C=CC3(CN(C4CCCC4)C(=O)C13)O2 (stereo not drawn)
 : 104.1, 6.1, 96.7, 99.0, 101.4, 99.4, 2.0, -1.4
> Cc1ccc(-c2cc(C(=O)N3CCN(c4ccccc4O)CC3)c3ccccc3n2)cc1
 : 108.0, 3.8, 98.8, 92.2, 99.0, 106.2, 13.9, -0.2
> COc1ccc(S(=O)(=O)Nc2ccc(-c3ccc4nncn4n3)cc2)c(OC)c1
 : 95.3, -9.5, 96.6, 99.1, 103.9, 97.1, -1.4, -5.8
> Cc1sc2c(c1C)c(=O)n(-c1cccc(C(F)(F)F)c1)c(=O)n2CC(=O)NCc1ccco1
 : 107.7, -2.2, 98.0, 103.5, 100.5, 100.3, -1.0, 4.5
> CC(C)C[C@@H]1NC(=O)[C@H](Cc2ccccc2)N(C)C(=O)[C@H](C)NC(=O)c2ccccc2NC(=O)[C@H](Cc2ccc(O)cc2)N(C)C1=O
 : 106.0, 9.1, 100.8, 105.9, 103.3, 105.8, -0.1, 3.8

Next part; the last 4 above are carried over.
Order of results – AGP1-GFP MLPCN, procasp7 counter, RPL19A TOR yeast, MEP2-GFP yeast, CIT2 TOR yeast, LAP4 TOR yeast, AHR act, procasp3 activ
> Cc1ccc(-c2cc(C(=O)N3CCN(c4ccccc4O)CC3)c3ccccc3n2)cc1
 : 108.0, 3.8, 98.8, 92.2, 99.0, 106.2, 13.9, -0.2
> COc1ccc(S(=O)(=O)Nc2ccc(-c3ccc4nncn4n3)cc2)c(OC)c1
 : 95.3, -9.5, 96.6, 99.1, 103.9, 97.1, -1.4, -5.8
> Cc1sc2c(c1C)c(=O)n(-c1cccc(C(F)(F)F)c1)c(=O)n2CC(=O)NCc1ccco1
 : 107.7, -2.2, 98.0, 103.5, 100.5, 100.3, -1.0, 4.5
> CC(C)C[C@@H]1NC(=O)[C@H](Cc2ccccc2)N(C)C(=O)[C@H](C)NC(=O)c2ccccc2NC(=O)[C@H](Cc2ccc(O)cc2)N(C)C1=O
 : 106.0, 9.1, 100.8, 105.9, 103.3, 105.8, -0.1, 3.8
> Fc1cccc(F)c1-c1nc2c(s1)CCc1onc(-c3ccc(Br)cc3)c1-2
 : 102.4, -4.5, 97.0, 95.7, 97.9, 103.2, 1.1, 9.3
> O=C(N1CCN(c2ccccc2)CC1)C(F)(F)C(F)F
 : 91.4, 8.9, 94.4, 93.0, 89.6, 95.3, -2.4, -1.7
> COc1cccc(-n2c(SCC(N)=O)nnc2-c2c[nH]c3ccccc23)c1
 : 108.7, 1.9, 104.3, 105.2, 108.9, 106.9, 12.5, -4.1
> CNC(=S)/N=C(/Nc1ccccc1)c1ccccc1
 : 99.7, -3.3, 96.6, 98.0, 105.3, 93.8, -0.2, -4.6
> COc1cccc(C(=O)NC2CC3CCCC(C2)N3CC(=O)Nc2ccc(N(C)C)cc2)c1 (stereo not drawn)
 : 111.2, -6.2, 104.3, 117.9, 106.3, ., 13.3, 4.3
> CC(=O)Nc1c(C#N)c(C(C)(C)C)cn1C
 : 102.1, -3.3, 105.8, 110.5, 102.5, 107.3, 1.4, 1.0
> COc1ccc(CCNC(=O)c2ccc3c(c2)NC(=O)C(C(C)C)N3)cc1OC (stereo not drawn)
 : 92.4, 7.8, 98.4, 97.7, 103.5, 84.8, 4.0, 1.6
> CC(=O)c1cc2c(cc1NC(=O)Cn1nc(-c3ccc(C)cc3)ccc1=O)OCO2
 : 104.5, 7.8, 99.1, 95.4, 105.2, 97.6, 1.6, 0.9
> CC(C)c1ccc(NC(=O)CCNS(=O)(=O)c2ccc3[nH]c(=O)oc3c2)cc1
 : 103.5, 1.5, 95.1, 94.4, 100.4, 99.9, -0.7, 3.6
> CCCc1cc(=O)[nH]c(SCC(=O)c2ccc3c(c2)NC(=O)CO3)n1
 : 102.5, -5.6, 99.8, 101.2, 92.9, 91.2, 1.7, -2.3
> COc1ccccc1-c1cnn2c(N3CCOCC3)cc(C)nc12
 : 97.0, 5.5, 100.5, 109.5, 102.2, 97.8, 34.4, 0.9
> CC1CCc2cc(F)ccc2N1C(=O)CSc1nnc2c3ccccc3n(C)c2n1 (stereo not drawn)
 : 102.9, 13.3, 96.1, 100.5, 92.2, 95.7, 11.0, 1.3
> CC1(C)CC(=O)C=C(NCc2ccncc2)C1
 : 101.6, -7.1, 102.7, 102.5, 111.3, 102.9, 4.5, -2.0
> Cc1cc(C)n(C(=O)c2ccc(C)c(F)c2F)n1
 : 99.9, -14.3, 101.8, 108.0, 102.7, 101.8, -2.5, -4.7
> N#Cc1cc(C(=O)c2cc(F)ccc2O)cn(Cc2ccccc2)c1=O
 : 103.5, -6.5, 96.9, 98.4, 89.2, 104.6, -0.5, -9.4
> O=C(Nc1ccc(S(=O)(=O)Nc2ncccn2)cc1)c1cccc(Br)c1
 : 103.4, ., 105.9, 106.3, 104.1, 103.0, ., .
> Cc1nc(-c2ccc(Cl)cc2)sc1C(=O)NN
 : 101.0, 3.6, 95.5, 97.2, 89.2, 107.2, 10.3, -8.7
> Cc1c(N(C)C(=O)COc2ccc3ccccc3c2)c(=O)n(-c2ccccc2)n1C
 : 107.3, -7.3, 101.5, 98.3, 94.6, 95.9, 3.8, 2.6
> COc1ccc(CCn2ccc(O)c(Cc3ccc(Cl)cc3Cl)c2=O)cc1OC
 : 103.5, 14.5, 103.9, 102.3, 97.0, 90.3, 0.3, 2.0
> Cc1nn(-c2ccccc2)nc1C(=O)c1c(C)[nH]n(-c2ccccc2)c1=O
 : 102.8, 2.0, 95.4, 94.3, 92.6, 100.8, -0.9, -1.5
> CC1CCCCN1C(=O)Nc1ccccc1Cl (stereo not drawn)
 : 100.0, 5.8, 106.3, 103.5, 101.3, 86.5, 1.6, 7.9
> O=C(NCCc1ccc(F)cc1)c1cc([N+](=O)[O-])ccc1N1CCOCC1
 : 107.3, 0.1, 100.2, 101.9, 96.6, 103.2, 6.2, 2.7
> NCCCNc1nc(N)c([N+](=O)[O-])c(NC2CCCCC2)n1
 : 88.3, -2.5, 99.8, 101.5, 92.2, 84.2, 0.5, 5.2
